Bioassay records (PubChem BioAssay)
mIAP activ: mouse IAP activation; 0.24% of 330,000 active; muIAP, CDP-Star luminescence, 30 min; hits give high values; 1 = vehicle-only enzyme signal, 0 = enzyme-free wells; AID 2805; activation factor at 10 µM;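 active = activation factor of at least 2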; also: the source names both 10 and 20 µM as test concentration; values of inactives mirror those of a sister screen read the other way
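System: Mouse IAP enzyme | Also added: CDP-Star substrate | Dosing: Compounds dispensed in DMSO | Schedule: 30 min enzyme-substrate-compound incubation at room temperature | Technique: Chemiluminescence readout | Control set: DMSO-only wells and no-enzyme negative control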
NR3A LBD binder: NR3A (human) ligand-binding domain modulation | NR3A LBD differential scanning fluorimetry, Tm shift; 0% = protein alone, 100% = glycine-bound protein | Tm shift relative to glycine control, % at 25 µM | 2.5% of 340,000 active | AID 1259313;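 active = melting temperature shift of at least 10% of the positive control shift, at one fixed dose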
APOBEC3G inh: inhibitors of human APOBEC3G DNA deaminase; Q9HC16; recombinant A3G, ssDNA deamination FAM/TAMRA fluorescence; inhibition, % at 20 µM; 0.28% of 330,000 active; AID 493012;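 active = inhibition of at least 40% at 20 µM, with no more than 30% in the related APOBEC3A deaminase screen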;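 also: plate controls were DMSO wells with A3G for no effect and wells lacking A3G enzyme for full effect; some compounds called inactive have numbers as strong as hits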
Target sequence (Q9HC16 whole entry, looked up): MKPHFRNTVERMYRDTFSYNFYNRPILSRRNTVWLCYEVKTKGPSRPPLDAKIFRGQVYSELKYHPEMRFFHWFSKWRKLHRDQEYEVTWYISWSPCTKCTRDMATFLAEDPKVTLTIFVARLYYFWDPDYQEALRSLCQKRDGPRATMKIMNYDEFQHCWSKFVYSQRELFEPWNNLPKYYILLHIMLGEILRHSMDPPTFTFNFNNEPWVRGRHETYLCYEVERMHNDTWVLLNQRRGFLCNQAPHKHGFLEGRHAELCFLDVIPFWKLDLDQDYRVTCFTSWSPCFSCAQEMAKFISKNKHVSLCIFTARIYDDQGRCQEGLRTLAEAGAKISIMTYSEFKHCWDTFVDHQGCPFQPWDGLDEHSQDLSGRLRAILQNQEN
APOBEC3A inh: inhibitors of human APOBEC3A DNA deaminase. P31941. recombinant A3A, FAM/TAMRA ssDNA deamination fluorescence. inhibition, % at 20 µM. 0.41% of 330,000 active. AID 493011;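 active = at least 40% inhibition at 20 µM here, with at most 30% in a related deaminase screen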;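 also: plate controls were A3A with DMSO for no effect and wells lacking A3A enzyme for full effect; some results filed as inactive read as strong as hits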
Target sequence (P31941 whole entry, looked up): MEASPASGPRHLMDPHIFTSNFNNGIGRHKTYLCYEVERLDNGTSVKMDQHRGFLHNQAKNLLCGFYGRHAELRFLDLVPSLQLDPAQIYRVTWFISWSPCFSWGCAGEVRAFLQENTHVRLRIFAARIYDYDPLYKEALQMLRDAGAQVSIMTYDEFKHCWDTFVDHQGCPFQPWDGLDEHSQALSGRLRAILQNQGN
MIN6 prolif: MIN6 beta-cell proliferation induction; MIN6 cells proliferation, ATPlite luminescence, 48 h; cells starved in 0.2% serum; 100% = growth in 10% serum; proliferation, % at 10 µM; 0.29% of 330,000 active; AID 2380;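 active = compounds whose signal lies at least 3.5 SD above the mean of all wells on their plate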;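 also: 0% = DMSO-treated cells in low-serum medium and 100% = 10% serum control; some compounds called inactive have numbers as strong as hits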
hIAP inh: human IAP inhibition | inhibition, % at 10 µM | purified IAP, CDP-Star luminescence, 30 min | P09923 | AID 2544 | 0.12% of 330,000 active;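 active = inhibition reaching a set limit with compound at 10 µM in the primary screen, cut at about 35% in these data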;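 also: plate controls were DMSO wells with enzyme for no effect and no-enzyme buffer wells for full effect; values of inactives mirror those of a sister screen read the other way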
Target sequence (P09923 whole entry, looked up): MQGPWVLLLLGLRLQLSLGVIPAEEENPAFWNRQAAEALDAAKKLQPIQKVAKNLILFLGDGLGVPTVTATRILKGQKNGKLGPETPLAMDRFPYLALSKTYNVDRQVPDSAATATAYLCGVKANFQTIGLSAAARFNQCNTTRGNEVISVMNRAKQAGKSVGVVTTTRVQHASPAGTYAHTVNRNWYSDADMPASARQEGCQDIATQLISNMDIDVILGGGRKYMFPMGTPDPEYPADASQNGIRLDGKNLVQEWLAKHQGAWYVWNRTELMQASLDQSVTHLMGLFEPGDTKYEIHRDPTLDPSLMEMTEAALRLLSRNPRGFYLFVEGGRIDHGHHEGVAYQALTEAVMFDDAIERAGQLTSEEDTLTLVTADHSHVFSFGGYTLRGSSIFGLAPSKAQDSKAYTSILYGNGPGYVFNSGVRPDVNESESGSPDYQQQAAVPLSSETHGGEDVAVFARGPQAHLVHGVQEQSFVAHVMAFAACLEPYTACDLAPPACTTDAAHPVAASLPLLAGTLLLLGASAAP
hIAP activ: increases human intestinal alkaline phosphatase activity | P09923 | purified human IAP, CDP-Star luminescence, 30 min; hits give high values; 1 = vehicle-only enzyme, 0 = enzyme-free background | activation factor at 10 µM | 0.16% of 330,000 active | AID 2524;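 active = activation factor of the enzyme at least 2-fold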; also: the source names both 10 and 20 µM as test concentration; values of inactives mirror those of a sister screen read the other way
mIAP block: blocks mouse intestinal alkaline phosphatase | purified mouse IAP, CDP-Star luminescence, 30 min | inhibition, % at 10 µM | 0.2% of 330,000 active | AID 2806;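 active = inhibition of at least 40% at 10 µM in the primary screen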;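 also: plate controls were DMSO with enzyme for no effect and no enzyme wells for full effect; values of inactives mirror those of a sister screen read the other way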
MPTP block: blocks calcium-induced mitochondrial swelling; isolated mouse mitochondria, Ca2+ swelling absorbance, 30 min; inhibition, % at 10 µM; 1.4% of 360,000 active;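 active = inhibition of 50% or more, scaled per plate between neutral and stimulator controls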;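 also: 0% = DMSO wells given calcium and 100% = 1 mM EGTA wells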
* marks the source's active call; other numbers are inactive results; x = not tested or not shown.

Under each structure – NR3A LBD binder	MPTP block	hIAP activ	APOBEC3G inh	mIAP activ	mIAP block	MIN6 prolif	APOBEC3A inh	hIAP inh
- CCC(C)N(C(=O)COc1ccc(Cl)c2cccnc12)C1CCS(=O)(=O)C1 (stereo unspecified)
 : -0.5	-0.2	0.882	29.2	0.969	3.1	-2.1	61.6*	11.8
- O=C(O)CCC(=O)Nc1cccc(C(=O)Nc2ccc(Br)cc2)c1
 : -0.8	-1.8	1.15	-7.7	1.14	-14.4	-0.8	-1.5	-15.4
- Cc1ccc(NC(=O)CSCC(=O)NCCc2ccccn2)c(C)c1
 : 0.6	-1.0	0.929	-10.2	1.07	-7.5	-0.2	-2.1	7.1
- O=C(Nc1ccc(Oc2cccnc2)cc1)c1cccc([N+](=O)[O-])c1
 : 2.6	20.5	1.06	-6.7	1.09	-9.5	-0.9	-4.2	-5.9
- Cc1ccc(S(=O)(=O)N(c2nc(N(C)C)nc(N(C)C)n2)n2cnnc2)cc1
 : -4.5	0.9	1.02	-0.6	1.03	-2.7	2.2	-0.3	-2.1
- CCC(C)NC(=O)c1ccc2nc(-c3ccc(OC)c(OC)c3)c(-c3ccc(OC)c(OC)c3)nc2c1 (stereo unspecified)
 : -3.9	-0.5	0.997	-4.5	1	-0.5	-5.1	-0.8	0.3
- CN(Cc1ccccc1)C(=O)c1c[nH]c2ccc(S(=O)(=O)N3CCOCC3)cc2c1=O
 : -9.6	0.7	1.03	-3.4	0.959	4.1	1.3	-3.8	-2.7
- COCCNC(=O)COc1ccc(Br)cc1Cl
 : 0.5	0.1	1.14	1.8	1.04	-3.6	-2.8	1.5	-14.1
- CCOC(=O)CCc1c(C)c2c(C)nn(-c3ccccc3)c2[nH]c1=O
 : 0.1	-1.0	1.05	-3.5	0.933	6.7	2.6	-2.5	-5.5
- N=c1c(C(=O)NCCN2CCOCC2)cc2c(=O)n3ccccc3nc2n1CCc1ccccc1
 : 1.9	-1.6	0.997	1.9	0.997	0.3	-2.5	3.5	0.3
- O=C(Nc1ccc(Cl)cc1C(=O)NCCN1CCOCC1)c1ccc(Cl)cc1Cl
 : -1.2	0.8	0.943	-5.5	0.923	7.7	-2.7	-2.3	5.7
- CCCOc1ccc(C2C(C(=O)OC)=CN(CCOC)C=C2C(=O)OC)cc1
 : 2.9	0.0	1.2	-6.0	1.14	-13.8	-1.2	-1.6	-19.9
- Cn1c(=O)c2[nH]c(-c3ccccc3O)nc2n(C)c1=O
 : x	x	0.919	-0.3	0.891	10.9	-3.2	-1.7	8.1
- CCN(Cc1ccccc1)C(=O)c1cc(S(=O)(=O)N2CCOCC2)ccc1N1CCCC1
 : -0.9	0.4	1.07	0.5	0.982	1.8	-1.7	-0.4	-7.4
- Cc1cccc(OCC(=O)Nc2ccc(N3CCN(C(=O)c4ccccc4)CC3)cc2)c1
 : -3.2	2.8	1.04	-2.4	0.956	4.4	-0.7	-3.2	-4.0
- CCc1nc2c(c(=O)c3ccccc3n2C)c(=O)n1C1CCCCCC1
 : -4.2	3.1	0.903	-6.7	1.03	-2.9	0.0	-3.8	9.7
- C=CCN(C(=O)c1csnn1)C(C(=O)NC1CCCCC1)c1ccc(F)cc1 (stereo unspecified)
 : -0.6	-0.4	0.874	1.3	0.952	4.8	-1.3	-0.4	12.6
- CCC(C)(C)NC(=O)C(c1ccc(OC)cc1)N(C(=O)CCC(=O)Nc1cc(C)on1)c1ccc2c(c1)OCO2 (stereo unspecified)
 : -2.2	0.3	0.874	-6.2	0.865	13.5	-0.5	-1.4	12.6
- CC(NC(=O)c1ccc(F)cc1)C1CC2CCC1C2 (stereo unspecified)
 : -0.7	-1.4	0.87	-2.1	1.03	-2.8	0.0	-0.8	13.0
- S=c1[nH]nc(-c2ccc3ccccc3n2)o1
 : 2.3	-6.2	1.25	5.6	0.805	19.5	4.0	-1.7	-24.7
- CCC(C)(C)NC(=O)C(c1ccncc1)N(C(=O)c1sc(C)nc1C)c1ccc(C)cc1 (stereo unspecified)
 : 0.5	-4.3	1.14	0.5	1	-0.5	-0.7	2.6	-13.6
- CCC(C)C(NC(N)=O)C(=O)Nc1ccc(C)c(Cl)c1 (stereo unspecified)
 : -1.0	4.7	0.878	6.5	1.15	-15.0	1.4	56.0*	12.2
- Cc1cc(C#N)c(C)n1-c1cc(C(F)(F)F)ccc1N1CCOCC1
 : -1.9	0.8	1.1	-2.4	1.08	-7.7	-3.2	-4.0	-10.4
- CN(C)C(=O)CCc1ccc2c3c([nH]c2c1)[C@]1(C)[C@@H](C(=O)N2CCOCC2)C[C@H](CC(=O)NCCCn2ccnc2)C(=O)N1CC3
 : 3.4	-1.5	x	0.9	1.01	-0.6	x	-2.0	x
- C=CCNC(=O)c1ccc2nccnc2c1
 : -5.7	0.3	0.883	-8.9	0.954	4.6	-1.1	-3.2	11.7
- CCOc1ccc(-c2nc(CSCC(=O)N3CCN(c4cccc(OC)c4)CC3)c(C)o2)cc1
 : -2.9	1.7	0.864	-2.7	0.816	18.4	-4.1	-0.9	13.7
- COc1ccccc1N1CCN(C(=O)c2ccc3c(=O)n(Cc4ccco4)c(=S)[nH]c3c2)CC1
 : -3.1	6.0	1.06	-6.7	0.888	11.2	-3.5	-3.4	-5.9
- O=[N+]([O-])c1cc([N+](=O)[O-])c(Oc2ccccc2F)cc1NN1CCCCC1
 : -3.8	1.0	0.855	-3.4	0.93	7.0	0.2	-2.2	14.5
- COc1ccc(-c2cn3ccc4ccccc4c3n2)cc1
 : 4.9	-1.6	1.06	1.7	0.92	8.0	-2.1	-1.0	-6.5
- O=C(NCc1ccncc1)c1cn(-c2ccccc2)nc1-c1cccnc1
 : -3.5	-2.6	0.931	-6.5	1.22	-22.0	-1.4	1.0	6.9
- COc1cc(/C=C2/SC(=O)NC2=O)ccc1OCc1ccccc1
 : -1.4	2.7	1.43	-0.7	1.01	-0.7	-3.7	2.2	-42.8
- Cc1nc2nc(SCc3ccccc3)[nH]n2c(=O)c1CCC(C)C
 : -6.8	5.1	0.791	-1.6	1.02	-1.8	-1.2	-3.9	20.9
- CCCCOc1ccc(NC(=O)CSCC(=O)OCC)cc1
 : 0.2	5.2	0.923	-5.7	0.994	0.6	1.7	-2.0	7.7
- O=C(COc1ccccc1F)OCC(=O)c1ccc([N+](=O)[O-])cc1
 : 3.0	0.7	0.977	-9.3	0.965	3.5	-2.9	-5.6	2.3
- CCOC(=O)c1ccc2nc3c(cc2c1)CCS3
 : -4.1	-1.4	0.941	2.1	1.04	-4.2	0.4	8.5	5.9
- CC1CCC(C(=O)NC(C(=O)NCc2ccccn2)C(C)C)CC1 (stereo unspecified)
 : 0.3	-0.5	0.972	-3.4	1.03	-2.9	-0.8	-0.1	2.8
- O=C(CS(=O)CC(=O)N(CC(=O)NC1CCCC1)C1CCCCC1)Nc1ccc(F)cc1 (stereo unspecified)
 : -0.5	-1.6	1.03	-7.4	0.958	4.2	-2.7	0.5	-3.0
- O=C1C=C(NCCNc2c(F)c(F)c(CO)c(F)c2F)CCC1
 : -8.1	0.9	1.03	-5.1	0.972	2.8	-1.7	-5.7	-2.6
- O=C(NCc1ccccc1)c1cc[n+](CC(=O)c2cccs2)cc1
 : -0.7	2.5	1.02	1.8	0.97	3.0	0.9	-0.3	-2.5
- O=C(NCc1ccc2c(c1)OCO2)c1ccc2snnc2c1
 : 3.2	-0.9	0.879	-4.4	1.01	-0.7	8.2*	3.5	12.1

In a second layout: 13 of the compounds above.
SMILES | NR3A LBD binder | MPTP block | hIAP activ | APOBEC3G inh | mIAP activ | mIAP block | MIN6 prolif | APOBEC3A inh | hIAP inh
CCC(C)(C)NC(=O)C(c1ccncc1)N(C(=O)c1sc(C)nc1C)c1ccc(C)cc1 (stereo unspecified) | 0.5 | -4.3 | 1.14 | 0.5 | 1 | -0.5 | -0.7 | 2.6 | -13.6
CCC(C)C(NC(N)=O)C(=O)Nc1ccc(C)c(Cl)c1 (stereo unspecified) | -1.0 | 4.7 | 0.878 | 6.5 | 1.15 | -15.0 | 1.4 | 56.0* | 12.2
Cc1cc(C#N)c(C)n1-c1cc(C(F)(F)F)ccc1N1CCOCC1 | -1.9 | 0.8 | 1.1 | -2.4 | 1.08 | -7.7 | -3.2 | -4.0 | -10.4
CN(C)C(=O)CCc1ccc2c3c([nH]c2c1)[C@]1(C)[C@@H](C(=O)N2CCOCC2)C[C@H](CC(=O)NCCCn2ccnc2)C(=O)N1CC3 | 3.4 | -1.5 | x | 0.9 | 1.01 | -0.6 | x | -2.0 | x
C=CCNC(=O)c1ccc2nccnc2c1 | -5.7 | 0.3 | 0.883 | -8.9 | 0.954 | 4.6 | -1.1 | -3.2 | 11.7
CCOc1ccc(-c2nc(CSCC(=O)N3CCN(c4cccc(OC)c4)CC3)c(C)o2)cc1 | -2.9 | 1.7 | 0.864 | -2.7 | 0.816 | 18.4 | -4.1 | -0.9 | 13.7
COc1ccccc1N1CCN(C(=O)c2ccc3c(=O)n(Cc4ccco4)c(=S)[nH]c3c2)CC1 | -3.1 | 6.0 | 1.06 | -6.7 | 0.888 | 11.2 | -3.5 | -3.4 | -5.9
O=[N+]([O-])c1cc([N+](=O)[O-])c(Oc2ccccc2F)cc1NN1CCCCC1 | -3.8 | 1.0 | 0.855 | -3.4 | 0.93 | 7.0 | 0.2 | -2.2 | 14.5
COc1ccc(-c2cn3ccc4ccccc4c3n2)cc1 | 4.9 | -1.6 | 1.06 | 1.7 | 0.92 | 8.0 | -2.1 | -1.0 | -6.5
O=C(NCc1ccncc1)c1cn(-c2ccccc2)nc1-c1cccnc1 | -3.5 | -2.6 | 0.931 | -6.5 | 1.22 | -22.0 | -1.4 | 1.0 | 6.9
COc1cc(/C=C2/SC(=O)NC2=O)ccc1OCc1ccccc1 | -1.4 | 2.7 | 1.43 | -0.7 | 1.01 | -0.7 | -3.7 | 2.2 | -42.8
Cc1nc2nc(SCc3ccccc3)[nH]n2c(=O)c1CCC(C)C | -6.8 | 5.1 | 0.791 | -1.6 | 1.02 | -1.8 | -1.2 | -3.9 | 20.9
CCCCOc1ccc(NC(=O)CSCC(=O)OCC)cc1 | 0.2 | 5.2 | 0.923 | -5.7 | 0.994 | 0.6 | 1.7 | -2.0 | 7.7

Next results.
Under each structure – NR3A LBD binder	MPTP block	hIAP activ	APOBEC3G inh	mIAP activ	mIAP block	MIN6 prolif	APOBEC3A inh	hIAP inh
- O=C(O)CCC(=O)N1N=C(c2c(-c3ccccc3)c3cc(Cl)ccc3[nH]c2=O)CC1c1cccs1 (stereo unspecified)
 : -3.8	11.2	0.869	-2.4	0.849	15.1	2.4	-0.1	13.1
- C=CCC1Cc2c(Br)cccc2C(CC=C)N1 (stereo unspecified)
 : -0.1	0.2	1.06	0.8	1.05	-4.9	0.5	2.9	-5.7
- CC(=O)c1cccc(NC(=S)NC(=O)c2ccc(C)cc2)c1
 : 0.8	1.0	1	-2.7	0.875	12.5	-5.9	-0.6	-0.4
- CCOC(=O)Cc1csc(NC(=O)c2ccc(N3CCOCC3)cc2[N+](=O)[O-])n1
 : -5.2	-0.3	1.07	-3.9	1.03	-3.3	-2.9	-0.3	-6.7
- COC(=O)c1cccc(NC(=S)N2CCOCC2)c1
 : 0.6	-1.4	1.11	-6.3	0.973	2.7	-1.1	-5.2	-10.8
- C=CCc1c(C)[nH]c(=S)c(C#N)c1C
 : 0.0	1.0	0.948	34.2	0.977	2.3	1.1	2.2	5.2
- O=C(O)c1ccc(Nc2ncnc3ccccc23)cc1
 : -1.1	-0.2	0.99	-6.4	1.05	-4.9	-3.9	-5.6	1.0
- CC(C)n1c(Nn2cnnc2)nc2ccccc21
 : -1.9	-4.5	1.22	-4.3	1.07	-7.4	-0.5	-2.0	-22.2
